Screens from PubChem BioAssay.
NCI-60 one-dose screen, 48 h, at 10 µM unless noted. Numbers give growth in % (100 = growth as untreated, 0 = no growth, -100 = all killed).
MCF7: MCF7 breast cancer; 82,000 tested, 6.3% active; AID 1794796
T-47D: T-47D breast cancer; 79,000 tested, 5% active
HS 578T: HS 578T breast cancer; 78,000 tested, 4.1% active
K-562: K-562 leukemia. 78,000 tested, 7.4% active. AID 1794777
MDA-MB-231: MDA-MB-231 breast cancer; 81,000 tested, 5% active; AID 1794789
BT-549: BT-549 breast cancer; 78,000 tested, 4.4% active
SR: SR leukemia cells; 73,000 tested, 8.7% active
MDA-MB-468: MDA-MB-468 breast cancer. 78,000 tested, 8.5% active. AID 2202374
Starred values were filed as active, the others as inactive; · = no result given; & = joins results of further samples; [ ] = remark or other dose. How the source made its calls: active means growth percent below 10; inactive means the rest. Compounds as they come. About 14% of those tested had a hit in this group.

Values run as follows: MCF7 | T-47D | HS 578T | K-562 | MDA-MB-231 | BT-549 | SR | MDA-MB-468
- COc1ccc(C(=S)N2CCN(c3ccc(C)cc3)CC2)cc1OC
→ 90.4 | 107.8 | 113.9 | 95.8 | 99.2 | 94.3 | · | 101.2
- COc1cnc(NS(=O)(=O)c2ccc(N)cc2)nc1
→ 104.7 | 102.8 | 135.0 | 89.3 | 101.2 | 111.9 | 93.1 | 100.4
- Cc1cc(C)nc(NS(=O)(=O)c2ccc(Nc3nc4nc(Nc5cccc(O)c5)nc(-c5ccc(O)cc5)c4c(=O)[nH]3)cc2)n1
→ 125.2 | 94.4 | 118.9 | 104.6 | 68.5 | 111.3 | 88.2 | ·
- CCCC(=O)c1ccc([N+](=O)[O-])o1
→ 92.5 | 83.7 | 97.9 | 108.2 | 97.8 | 94.7 | 98.5 | 93.6
- O=C(/C=C/c1cccc(Nc2ccnc3cc(Cl)ccc23)c1)c1ccc(Cl)cc1
→ 27.6 | 39.8 | · | 14.6 | 60.4 | 54.3 | -10.0* | 27.6
- O=C(CCc1nc2c(=O)[nH]c(=S)[nH]c2[nH]c1=O)NC(Cc1ccccc1)C(=O)O (configuration not stated)
→ 92.7 | 101.7 | 100.7 | 99.8 | 101.6 | 106.8 | 104.3 | 99.0
- COc1ccc(OCC(O)CN2CCN(c3ccccc3Cl)CC2)cc1 (configuration not stated)
→ 89.1 | 88.4 | 95.3 | 111.1 | 97.9 | 78.5 | 103.4 | ·
- Cc1nn(-c2ccccc2)c2nc(N3CCN(C)CC3)c(C#N)cc12
→ 70.7 | 76.0 | 79.5 | 80.0 | 49.3 | 94.5 | · | 100.0
- C1CC[N+]2(CC1)CC[N+]1(CCCCC1)CC2
→ 98.0 | 99.4 | 110.4 | 109.9 | 103.5 | 95.6 | 92.9 | 98.1
- NC1=NC(c2ccc(Cl)cc2)N=C(Nc2nn[nH]n2)N1 (configuration not stated)
→ 93.5 | 103.6 | 98.6 | 103.7 | · | 96.1 | · | 97.8
- CCC#CC[C@H](O)C/C=C1/C(=O)C=C[C@@H]1C/C=C\CCCC(=O)O
→ 69.7 | 80.0 | 99.9 | · | 98.8 | 96.2 | 74.9 | 90.1
- c1ccc(-c2nc3ccccc3nc2-c2ccc(Sc3ccc(-c4nc5ccccc5nc4-c4ccccc4)cc3)cc2)cc1
→ 102.2 | 106.3 | 95.3 | 118.1 | 90.2 | 108.0 | 100.7 | 108.7
- COc1ccc(-c2cs/c(=N\N=C\c3ccc(O)cc3O)n2/N=C/c2ccc(O)cc2O)cc1
→ -11.5* | -36.8* | 24.1 | -5.0* | 2.0* | -10.4* | 6.8* | -23.3*
- CC(=O)Nc1nc(C)c(CCCOc2ccc([N+](=O)[O-])cc2)c(=O)[nH]1
→ 86.9 | 83.0 | 111.8 | 86.9 | 87.6 | 120.3 | 76.1 | 100.7
- O=C(Nc1nccnc1OCc1ccc(F)cc1)Nc1cccc2ccccc12
→ 95.6 | · | 98.8 | 83.8 | 72.0 | 91.8 | · | 88.1
- COc1cccc(C(=O)NNc2nc(N3CCOCC3)nc(N3CCN(C(c4ccccc4)c4ccccc4)CC3)n2)c1
→ 79.8 | 59.2 | 80.1 | 63.5 | 86.3 | 87.9 | 65.6 | 61.7
- COc1ccc2oc(=O)cc(-c3cc(-c4cc5ccccc5oc4=O)nc(N)c3C#N)c2c1
→ 79.0 | 84.0 | 93.5 | 101.7 | 87.9 | 100.0 | 99.0 | 105.6
- CCN1CCOCC1
→ 103.7 | 110.9 | · | 101.4 | 115.0 | · | 91.7 | 109.9
- CC(=O)NC(CCC(=O)c1ccccc1)C(=O)O (configuration not stated)
→ 89.4 | 83.3 | 108.0 | 108.5 | 107.2 | 76.9 | 16.6 | 93.6
- COc1ccc(CNc2ccc3nc(NC(=O)CN4CCCCCC4)sc3c2)cc1
→ 69.1 | 42.8 | 115.0 | 44.6 | 77.7 | 86.1 | 93.5 | 46.8
- COc1cc2nc3cc([N+](=O)[O-])ccc3c(NCCNCC(C)O)c2cc1OC (configuration not stated)
→ -13.3* | -7.4* | -1.1* | 0.2* | -39.5* | -40.5* | -17.9* | -45.6*
- NS(=O)(=O)c1ccc(-n2nccc2-c2cc3cc(Br)ccc3oc2=O)cc1
→ 82.9 | 98.1 | 100.7 | 98.5 | 91.9 | 121.6 | 97.1 | 93.4
- NS(=O)(=O)c1ccc(-n2nc(-c3ccc(C4CCCCC4)cc3)ccc2=O)cc1
→ 92.4 | 102.3 | 111.1 | 95.9 | 87.9 | 90.3 | 69.9 | 94.4
- O=C(OCc1ccc2c(Cl)cc(Cl)c(O)c2n1)c1cc2cc(F)ccc2[nH]1
→ 28.8 | 32.2 | 62.3 | 21.1 | 66.8 | 64.9 | 45.4 | 30.4
- CCSCC1CC(O)(c2ccccc2)C(c2ccccc2)C(c2ccc(F)cc2)O1 (configuration not stated)
→ 1.9* | -17.5* | -35.3* | 7.8* | -8.8* | -12.1* | 1.3* | -18.0*
- CN1C(=O)[C@@]2(Oc3ccccc3[C@H]3CC(c4ccc(Br)cc4)=NN32)c2ccccc21
→ 95.2 | 108.1 | 104.5 | 104.2 | 97.8 | 98.2 | · | 107.8
- Nc1nnc(-c2ccccc2O)cc1N1CCN(C(=O)CCOCCOc2cccc3c2C(=O)N(C2CCC(=O)NC2=O)C3=O)CC1 (configuration not stated)
→ 96.0[1 µM] | 101.3[1 µM] | 105.4[1 µM] | 103.8[1 µM] | 108.7[1 µM] | 101.8[1 µM] | 92.2[1 µM] | 87.8[1 µM]
- Nc1c(C(=O)O)ccc2c1C(=O)c1ccccc1C2=O
→ 86.0&85.8 | 100.2&92.9 | 95.1&112.1 | 123.6&108.7 | 80.5&118.5 | 96.0&98.0 | 104.7&103.0 | 89.9&103.9
- CC(C)(C)NC(=S)NC(C)(C)C
→ 100.1 | 100.8 | 102.1 | 104.8 | 98.1 | 119.9 | 109.1 | 99.3
- CCOC(Nc1ccc(C(=O)O)cc1)C(=O)c1ccc(-c2ccccc2)cc1 (configuration not stated)
→ 93.3 | 102.7 | 100.2 | 99.8 | 96.8 | 100.8 | 106.6 | 123.4
- CC(=O)[C@@]1(O)CC[C@H]2[C@@H]3CC[C@@H]4CC(=O)CC[C@]4(C)[C@H]3[C@@H](O)C[C@@]21C
→ 93.6 | 88.2 | 100.9 | 94.9 | 99.6 | 101.8 | 87.9 | 94.6
- Cc1ccc(SC2=C(Sc3ccc(C)cc3)C(=O)c3ccccc3C2=O)cc1
→ 72.4 | 45.6 | 70.5 | 44.3 | 68.3 | 43.7 | 31.3 | 76.5
- C#C[C@]1(OC(C)=O)CCC2C3CCC4=CC(=O)CC[C@@H]4C3CC[C@@]21C (some centres not stated)
→ 117.1 | 105.1 | 61.3 | 96.2 | 98.9 | 100.3 | · | 87.2
- CCOc1c(C#N)c(Nc2ccc(S(N)(=O)=O)cc2)c(C#N)c(=O)n1S(=O)(=O)c1ccc(C)cc1
→ 99.0 | 101.3 | 110.0 | 103.9 | 99.2 | 118.2 | 107.6 | ·
- CCOC(=O)c1nn(C2CCCCO2)c2ccc(NC(=O)Cc3cccc4ccccc34)cc12 (configuration not stated)
→ 95.2 | 74.6 | 79.1 | 80.3 | 81.5 | 78.6 | 85.2 | 91.2
- Cc1nn(-c2nc3ccccc3[nH]2)c2c1C(c1ccc3c(c1)OCO3)CC(=O)N2 (configuration not stated)
→ 17.4 | 45.6 | 38.2 | -14.8* | 40.8 | 49.4 | 14.0 | 47.7
- COc1cc2c(cc1-c1c(C)noc1C)ncc1nc(C3CCCCC3)n([C@@H](C)COC(F)F)c12
→ 12.1 | 25.0 | 14.3 | 24.2 | 41.0 | 52.9 | 14.5 | 32.6
- C/C(=N\NC(=O)c1ccc(S(N)(=O)=O)cc1)c1cc2ccccc2o1
→ 93.5 | 101.4 | 97.8 | 111.4 | 109.9 | 95.2 | 122.7 | 99.6
- CCOC(=O)C12CCCC1=NN=C2C1=NN=C2CCCC21C(=O)OCC (configuration not stated)
→ 95.0 | · | 99.6 | 90.6 | · | 87.9 | · | 100.1
- O=C(CN1CCOCC1)N1c2cccc3cccc(c23)N(C(=O)CN2CCOCC2)C1c1cn(-c2ccccc2)nc1-c1cccc([N+](=O)[O-])c1
→ 84.3 | 88.4 | 89.4 | 83.7 | 80.9 | 99.9 | 93.1 | 73.9
- CN(C)c1ccc(NC(=O)C(c2ccccc2)c2ccccc2)cc1
→ 89.5 | 99.8 | 100.3 | 109.0 | 91.8 | 90.5 | 88.2 | 98.4
- c1ccc(N=C(C(=Nc2ccccc2)c2ccccc2)c2ccccc2)cc1
→ 83.0 | · | 94.3 | 83.4 | 85.0 | · | 75.6 | 66.8
- O=C(O)CCSCCC(=O)O
→ 91.7 | 101.9 | 103.0 | 102.2 | 110.9 | 120.6 | 99.2 | 105.9
- CCN(CC)CCOc1ccc(C2=C(c3ccccc3)CCc3cc(OC)ccc32)cc1
→ -9.1* | 25.0 | -6.2* | -31.0* | -2.9* | · | -42.1* | -44.2*
- COc1cc(CSc2nc3ccc(Cl)cc3c(=O)n2-c2ccccc2)cc(OC)c1OC
→ 76.9 | 71.0 | 90.3 | 38.2 | 63.0 | 92.8 | 45.6 | 57.4

Looked up by structure from above, 2 records:
Values run as follows: MCF7 | T-47D | HS 578T | K-562 | MDA-MB-231 | BT-549 | SR | MDA-MB-468
- CCCC(=O)c1ccc([N+](=O)[O-])o1
→ 92.5 | 83.7 | 97.9 | 108.2 | 97.8 | 94.7 | 98.5 | 93.6
- CCN1CCOCC1
→ 103.7 | 110.9 | · | 101.4 | 115.0 | · | 91.7 | 109.9

Further records.
Values run as follows: MCF7 | T-47D | HS 578T | K-562 | MDA-MB-231 | BT-549 | SR | MDA-MB-468
- Cc1ccc(S(=O)(=O)Nc2ccc(-c3cnc(N)[nH]3)cc2)cc1
→ 87.6 | 90.3 | 94.5 | · | 79.0 | 91.7 | · | 91.7
- CC(=O)Nc1ccc2nc3ccc(NC(C)=O)cc3[n+](-c3ccccc3)c2c1
→ 73.1 | 93.4 | 263.5 | 57.1 | 66.3 | 101.0 | 83.7 | 104.4
- CCC(=O)[C@H](C)[C@@H](O)[C@H](C)[C@H]1OC(CC)=C(C)C(=O)[C@@H]1C
→ 82.1 | 141.4 | 115.9 | 97.7 | 99.1 | 113.4 | 97.5 | ·
- CNc1nnnn1Cc1ccccc1
→ 100.1 | 119.4 | 110.8 | 105.4 | 100.3 | 99.0 | 106.3 | 100.5
- CC1(C)CC(=O)C2=C(C1)Nc1c(C#N)c(N)[nH]c(=O)c1C2c1ccccc1 (configuration not stated)
→ 91.2 | 93.4 | 106.1 | 90.7 | 108.8 | 99.3 | 100.4 | 106.5
- COC(=O)[C@]1(C)CCC[C@]2(C)[C@H]3C[C@H]4C(C(C)C)=C[C@]3(CC[C@H]21)[C@@H]1C(=O)N(OCCC#N)C(=O)[C@@H]14
→ 85.9 | 97.5 | 97.2 | 109.9 | 94.1 | 89.5 | 98.5 | 87.2
- COc1cccc(C(N)=Nc2ccc(OCCCCCCn3cncn3)cc2)c1
→ 19.2 | 46.1 | 26.4 | · | 13.6 | 20.5 | · | 17.5
- CCCCn1c(=O)c(/C=C/c2cc(/C=C/c3cc4cc(C)ccc4n(CCCC)c3=O)n(-c3ccccc3Cl)n2)cc2cc(C)ccc21
→ 87.1 | 74.3 | · | 87.7 | 96.8 | 97.6 | 96.3 | 113.6
- COc1ccc(-c2nc(/C=C3\SC(=NCc4ccccc4)NC3=O)c3ccccn23)cc1
→ -62.2* | -67.0* | -35.3* | 18.4 | -13.9* | -92.9* | 3.3* | -56.9*
- CN(C)CCNC(=O)Cn1c2c(c3c(O)cccc31)C(=O)c1ccccc1-2
→ 12.9 | 95.1 | 99.2 | 85.6 | 99.4 | 105.8 | 87.1 | ·
- O=S(=O)(O)SCC1=NCCN1
→ 93.1 | 97.0 | 92.1 | 98.4 | 103.7 | 99.3 | 106.2 | 102.2
- Cc1oc2nc[nH]c(=O)c2c1C(=O)/C=C/c1cc(O)cc2ccccc12
→ 98.5 | · | 95.2 | 106.1 | 102.2 | 101.3 | 95.4 | 108.3
- COc1ccc(/C=N/C2=C(C#N)C(c3ccco3)c3ccc4ccccc4c3O2)cc1 (configuration not stated)
→ 84.5 | 98.7 | 99.2 | 96.3 | 87.1 | 106.3 | 93.2 | 107.8
- O=S(=O)(Nc1ccc(I)cc1)c1ccc(-c2cnc(C3CC3)o2)cc1
→ 29.9 | 44.9 | 67.3 | 17.7 | 68.4 | 68.6 | 39.6 | 19.9

Complete entries, looked up by structure. Screens in order: MCF7	T-47D	HS 578T	K-562	MDA-MB-231	BT-549	SR	MDA-MB-468
`COC(=O)[C@]1(C)CCC[C@]2(C)[C@H]3C[C@H]4C(C(C)C)=C[C@]3(CC[C@H]21)[C@@H]1C(=O)N(OCCC#N)C(=O)[C@@H]14` reads 85.9	97.5	97.2	109.9	94.1	89.5	98.5	87.2
`CC(=O)Nc1ccc2nc3ccc(NC(C)=O)cc3[n+](-c3ccccc3)c2c1` reads 73.1	93.4	263.5	57.1	66.3	101.0	83.7	104.4
`CCCCn1c(=O)c(/C=C/c2cc(/C=C/c3cc4cc(C)ccc4n(CCCC)c3=O)n(-c3ccccc3Cl)n2)cc2cc(C)ccc21` reads 87.1	74.3	·	87.7	96.8	97.6	96.3	113.6
`Cc1oc2nc[nH]c(=O)c2c1C(=O)/C=C/c1cc(O)cc2ccccc12` reads 98.5	·	95.2	106.1	102.2	101.3	95.4	108.3
`Cc1ccc(S(=O)(=O)Nc2ccc(-c3cnc(N)[nH]3)cc2)cc1` reads 87.6	90.3	94.5	·	79.0	91.7	·	91.7
